FN deposition inh: fibronectin deposition inhibition | AH1F fibroblasts, Alexa488-fibronectin deposition fluorescence, overnight | 350,000 tested, 0.086% active | inhibition, % at 12.6 µM | AID 743247;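 active means mean inhibition across replicates of 30% or more, regardless of how many single replicates reach that level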;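 further: positive control wells lacked labelled fibronectin entirely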
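Material: AH1F fibroblast monolayer depositing Alexa488-labelled fibronectin into matrix | Input: 10000 AH1F cells/well | Medium: DMEM plus 2% serum, read in PBS | Reagent: Alexa488-fibronectin, 24 nM final in well | Compound dosing: One dose per compound, pinned | Schedule: 1 h adhesion, overnight exposure | Measured by: Fluorescence at 485 nm excitation, 525 nm emission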
EWS-Fli inh: inhibitors of EWS/Fli oncoprotein transcriptional activity. A673 NR0B1-luciferase reporter, viability-normalised. AID 651661. inhibition, % at 12.6 µM. 350,000 tested, 0.67% active;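 active means mean inhibition of at least 50% after viability correction, with every replicate also passing that limit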;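 further: firefly luciferase signal divided by Alamar Blue viability fluorescence both relative to DMSO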
Cneo AK release: Cryptococcus neoformans lysis via adenylate kinase release. lysis activity, % at 15 µM. C. neoformans lysis, adenylate kinase release luminescence, 4 h; normalised: neutral wells 0, clomiphene wells 100. 360,000 tested, 0.2% active;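 active means mean lysis activity across replicates of at least 80%, whatever share of replicates individually reach that level; inactive means mean lysis activity below 80%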
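Test system: log-phase Cryptococcus neoformans yeast cells; Quantity: yeast cell density of 5 × 10^6 cells/mL; Buffer or medium: YPD; Doses: single compound concentration per well; Timing: 4 h at 37 °C static, read 1 h later; Measured by: AK luminescence; Read-out basis: lysis from increased AK signal; Control set: Clomiphene as positive control.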
CASP6 VEID inh: blocks human caspase-6 cleavage activity | P55212 | purified caspase-6, Z-VEID-R110 cleavage fluorescence | inhibition, % at 12.5 µM | 350,000 tested, 0.53% active | AID 686996;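 active means mean inhibition across replicates at least about 35%, with every replicate also reaching that limit, limit read from the data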;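 further: 0% = median of neutral control wells and 100% = no fluorescence left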
Target sequence (P55212 24-179 limits assumed): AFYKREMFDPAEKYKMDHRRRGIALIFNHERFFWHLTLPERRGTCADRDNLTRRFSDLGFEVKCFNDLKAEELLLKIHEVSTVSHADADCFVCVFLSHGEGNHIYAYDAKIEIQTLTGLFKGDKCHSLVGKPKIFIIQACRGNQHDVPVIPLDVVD
Target sequence (P55212 194-293 limits assumed): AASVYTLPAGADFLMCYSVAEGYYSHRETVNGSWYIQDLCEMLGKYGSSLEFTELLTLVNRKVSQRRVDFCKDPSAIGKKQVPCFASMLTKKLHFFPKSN
PAX8 reporter: inhibitors of PAX8 transcriptional activity in RMG-I cells; inhibition, % at 12.6 µM; 360,000 tested, 1.2% active; AID 652154; RMG-I TPO-luciferase reporter, SteadyGlo, 24 h;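 active means mean replicate inhibition at least 60% with every replicate also reaching 60%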;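 further: luciferase light reporting Pax8 driven TPO promoter activity; plate controls were median of neutral control wells for no effect and mitoxantrone controls for full effect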
LGR2 antag: inhibitors of bursicon-induced Drosophila LGR2 receptor cAMP signaling; HEK293 LGR2, CRE-luciferase, bursicon-stimulated, 4 h; inhibition, % at 9.99 µM; 380,000 tested, 0.35% active; AID 720647;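 active means drop in luminescence signal, shown as inhibition above about 50% in the replicate tests, limit read from the data, passing the limit was not always enough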;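 further: agonist challenge used bursicon conditioned medium at about half maximal strength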
miR122 inh: inhibitors of miR-122 in Huh7 cells. activation (reporter increase), % at 12.5 µM. AID 602342. 340,000 tested, 0.3% active. Huh7 miR-122 Renilla luciferase sensor, 48 h; neutral wells = 0, positive control = 100;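 active means mean replicate activation score at least 90 and every replicate individually at or above 90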;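 further: higher luciferase means less miR-122 activity so hits act as miR-122 inhibitors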
PGC1a acetyl inh: PGC1a acetylation modulation, inhibitor mode; U2OS PGC1a acetylation, AlphaScreen anti-acetyl-lysine; with virally co-expressed GCN5 acetyltransferase; inhibition, % at 15.6 µM; 350,000 tested, 0.17% active;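 active means every replicate shows inhibition of at least 40%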;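 further: 0% = neutral control wells and 100% = positive control wells; some results beyond the cut were filed as inactive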
Starred values were filed as active, the others as inactive; / = not tested or not shown; [ ] = another dose, or the depositor's remark.

| compound | FN deposition inh | EWS-Fli inh | Cneo AK release | CASP6 VEID inh | PAX8 reporter | LGR2 antag | miR122 inh | PGC1a acetyl inh |
| --- | --- | --- | --- | --- | --- | --- | --- | --- |
| CCOC(=O)CSc1nnc(-c2ccc(Cl)cc2Cl)o1 | 4 | / | -6 | / | 2 | / | 4 | 9 |
| COc1ccc(C(O)P(=O)(OCCC(C)C)c2ccc(N(C)C)cc2)cc1 (configuration not stated) | 2 | 9 | -2 | 0 | -15 | 27 | -2 | -5 |
| COc1cc2c(cc1OC)CN(C(=O)[C@H]1[C@@H]3C(=O)O[C@@H](c4ccccc4)[C@@H](c4ccccc4)N3[C@@H](c3ccc(O)cc3)[C@]13C(=O)Nc1ccccc13)CC2 | / | 8 | -9 | 2 | 18 | / | / | -5 |
| O=c1[nH]c(/C=C\c2cccc(F)c2)nc(O)c1[N+](=O)[O-] | -4 | -4 | -2 | 7 | 17 | 4 | / | / |
| COc1ccccc1NC(=O)C(=O)NCC1CCCN1S(=O)(=O)c1cccs1 (configuration not stated) | 8 | -16 | -3 | -2 | -20 | -10 | 9 | 3 |
| Cc1cc(=O)n(Cc2ccc(OC(C)C)cc2)c(=S)[nH]1 | -3 | 13 | 2 | -2 | -7 | 8 | 0 | 10 |
| COC(=O)c1c(C)[nH]c(C(=O)COC(=O)c2c(C)noc2C)c1C | 5 | -23 | -1 | 2 | -20 | 2 | 4 | -2 |
| O=C(C[C@@H]1CC[C@H]2[C@@H](COC[C@@H](O)CN2C(=O)c2ccc(F)cc2)O1)NCCCN1CCOCC1 | -12 | 3 | 3 | 0 | -15 | 6 | 26[16.7 µM] | 4 |
| C/C(=N\Nc1ccccn1)c1ccc2c(c1)OCO2 | 6 | -55 | 1 | -1 | -116 | -65 | 2 | / |
| Cc1cccc(CSc2nnc(N)n2-c2ccccc2)c1 | -1 | / | -6 | / | / | / | -3 | -1 |

| compound | FN deposition inh | EWS-Fli inh | Cneo AK release | CASP6 VEID inh | PAX8 reporter | LGR2 antag | miR122 inh | PGC1a acetyl inh |
| --- | --- | --- | --- | --- | --- | --- | --- | --- |
| C[C@@H]1CCCCO[C@@H](CN(C)C)[C@@H](C)CN([C@H](C)CO)C(=O)c2cc(NC(=O)Nc3ccc(F)cc3)ccc2O1 | / | 2 | 0 | -1 | -13 | 11 | -8[16.7 µM] | -6 |
| Cc1ccc2[nH]c(C(=O)N3CCC(C(N)=O)CC3)cc2c1 | -5 | 20 | -5 | 0 | -10 | 4 | 9 | 16 |
| COc1ccc(N2CCN(Cc3cc(=O)oc4ccc(Cl)cc34)CC2)cc1 | 0 | / | -2 | / | -2 | / | 1 | 6 |
| Cc1cccc(OCC(=O)NCC(c2cccs2)N2CCOCC2)c1 (configuration not stated) | -10 | -9 | -1 | 1 | 12 | 11 | / | / |
| Cc1cc(NC(=S)N(CCCN2CCN(C)CC2)Cc2ccco2)ccc1Cl | -3 | 1 | / | -7 | 17 | 11 | / | 2 |
| COc1ccc(-c2nc(-c3cccnc3)no2)cc1OC | -3 | -107 | -1 | -1 | -159 | -57 | / | 0 |
| NC(=O)c1cc([N+](=O)[O-])ccc1NCc1cnccn1 | -17 | -7 | 0 | -7 | -25 | -33 | -4 | -7 |
| COc1ccc(NC(=O)Nc2ccc3c(c2)C(=O)N([C@@H](C)CO)C[C@@H](C)[C@@H](CN(C)Cc2ccc(C(=O)O)cc2)O3)cc1 | / | -5 | -1 | -2 | / | -11 | -6[16.7 µM] | -3 |
| O=C(C[C@@H]1CC[C@H]2[C@@H](COC[C@@H](O)CN2Cc2ccccc2)O1)NCCCN1CCOCC1 | -11 | 11 | -1 | 1 | -6 | 3 | 12[16.7 µM] | -6 |
| C[C@@H]1CN([C@@H](C)CO)C(=O)c2cc(NC(=O)C3CCCCC3)ccc2O[C@@H](C)CCCCO[C@@H]1CN(C)C(=O)Nc1cccc2ccccc12 | / | 7 | -2 | 1 | 20 | -26 | -2[16.7 µM] | -6 |

| compound | FN deposition inh | EWS-Fli inh | Cneo AK release | CASP6 VEID inh | PAX8 reporter | LGR2 antag | miR122 inh | PGC1a acetyl inh |
| --- | --- | --- | --- | --- | --- | --- | --- | --- |
| CCOc1cc(C(=O)Nc2cc(C)on2)cc(OCC)c1OCC | 7 | / | 3 | / | 1 | / | 7 | 15 |
| CN(C)C(=O)C[C@@H]1CC[C@@H]2[C@@H](COc3ccc(NC(=O)c4ccc(F)cc4)cc3C(=O)N2C)O1 | -21 | -10 | -4 | 1 | -7 | -9 | / | / |
| COc1ccc(S(=O)(=O)N(C)C[C@@H]2OCCCC[C@H](C)Oc3ccc(NS(C)(=O)=O)cc3C(=O)N([C@@H](C)CO)C[C@H]2C)cc1 | / | -9 | -3 | 0 | -10 | -18 | 1[16.7 µM] | 4 |
| O=C(NCCCNC(=O)c1cc(Cl)ccc1Cl)c1ccccn1 | 3 | 17 | 6 | 0 | -18 | 7 | -1 | / |
| CO[C@H]1CN(C)C(=O)c2cc(NC(=O)NC3CCCCC3)ccc2OC[C@@H](C)N(C)C[C@H]1C | -3 | -2 | 1 | -28 | 4 | -12 | / | 11 |
| Cc1cc(C)c(S(=O)(=O)N2CCN(C(=O)CN3C(=O)NC4(CCCC4)C3=O)CC2)c(C)c1 | 8 | -4 | 1 | -2 | -7 | 4 | 1 | -2 |
| COc1ccccc1CNC(=O)C1CCCN1S(=O)(=O)c1cccc2cccnc12 (configuration not stated) | -1 | 1 | 2 | 4 | 8 | 3 | -4 | -9 |
| CC(C)CNC(=O)C1CCN(S(=O)(=O)c2ccc(-n3cnnn3)cc2)CC1 | -1 | -3 | 1 | -1 | 3 | -11 | -2 | 3 |
| CSc1nncc(/C(C)=N\Nc2ccccc2)n1 | / | / | 2 | / | / | -16 | -3 | 0 |
| COc1ccc(C(=O)N(C)C(C)c2ccon2)cc1OC1CCN(C(C)C)CC1 (configuration not stated) | / | / | 0 | -1 | -2 | 7 | -5 | 2 |

| compound | FN deposition inh | EWS-Fli inh | Cneo AK release | CASP6 VEID inh | PAX8 reporter | LGR2 antag | miR122 inh | PGC1a acetyl inh |
| --- | --- | --- | --- | --- | --- | --- | --- | --- |
| O=C(O)c1ccc2oc(=O)c(S(=O)(=O)c3ccc(F)cc3)cc2c1 | 8 | 2 | -1 | 12 | 4 | 6 | -2 | / |
| CC(=O)c1cccc(S(=O)(=O)N2CCn3cccc3C2C)c1 (configuration not stated) | -8 | 6 | 1 | -2 | 0 | 8 | 0 | -9 |
| COc1ccc(NCc2cc3ccccc3[nH]c2=O)cc1 | 17 | / | 0 | / | / | / | -1 | -13 |
| COc1ccccc1CN=c1c([N+](=O)[O-])nn(-c2ccc3c(c2)OCCO3)n1O | -5 | / | / | -1 | -103 | -16 | / | / |
| CCN(CC)C(=O)[C@H]1CC(CC(=O)NCCCn2ccnc2)C(=O)N2CCc3c([nH]c4ccccc34)[C@]12C (some centres not stated) | 9 | -6 | 1 | -10 | -10 | 8 | -2 | 15 |
| COc1cc(-c2noc(C)n2)cc(OC)c1OC | -3 | -4 | 6 | 4 | -2 | / | -6 | -2 |
| C[C@@H]1CN([C@@H](C)CO)C(=O)c2c(c3ccccc3n2C)-c2ccccc2CO[C@H]1CN(C)Cc1cccc(C(F)(F)F)c1 | -15 | 11 | / | 0 | / | -21 | / | -20 |
| CC(C)NC(=S)NNC(=O)C12CC3CC(CC(C3)C1)C2 | -2 | / | 1 | / | / | 11 | -2 | 5 |
| CCOC(=O)c1sc(NC(=O)/C=C/c2c(F)cccc2Cl)nc1C | -10 | 6 | / | 0 | -7 | 0 | / | / |
| COC(=O)C1=C(C)NC(=S)NC1c1ccc(OCC(=O)N2CCCCC2)c(OC)c1 (configuration not stated) | -1 | -5 | 0 | 3 | 8 | -3 | 0 | -8 |

| compound | FN deposition inh | EWS-Fli inh | Cneo AK release | CASP6 VEID inh | PAX8 reporter | LGR2 antag | miR122 inh | PGC1a acetyl inh |
| --- | --- | --- | --- | --- | --- | --- | --- | --- |
| COCc1cc(C)nc(SCC(=O)Nc2ccc3c(c2)OCO3)c1C#N | 6 | / | -2 | / | -6 | / | 2 | -1 |
| CCc1ccc(C(=O)Nc2nc(C)cs2)s1 | -2 | 42 | -21 | 1 | -113 | 9 | -4 | 10 |
| CCOc1ccc(OCC(=O)Nc2cc(Cl)ccc2-n2cncn2)cc1 | 8 | -3 | -3 | -3 | -21 | -13 | -1 | -16 |
| OCC1OC(n2cnc3c(/C=C(\O)c4ccccc4)ncnc32)C(O)C1O (configuration not stated) | / | -64 | / | 2 | 6 | -1 | 27 | -6 |
| O=C(C[n+]1ccncc1)c1ccccc1 | -5 | 5 | 0 | -2 | 24 | -6 | -16 | -4 |
| C[C@H](NC(=O)C[C@H]1C[C@H]2c3cc(NS(=O)(=O)c4ccc(F)cc4)ccc3O[C@H]2[C@@H](CO)O1)c1ccccc1 | 0 | -3 | -9 | 3 | 1 | 1 | -1[16.7 µM] | 1 |
| COCCNC(=O)C1(C)CCCN(Cc2cc(-c3ccccc3)on2)C1 (configuration not stated) | 8 | 4 | 0 | 0 | -9 | -5 | 2 | 1 |

Structural class, the entries above with fluorine.
| compound | FN deposition inh | EWS-Fli inh | Cneo AK release | CASP6 VEID inh | PAX8 reporter | LGR2 antag | miR122 inh | PGC1a acetyl inh |
| --- | --- | --- | --- | --- | --- | --- | --- | --- |
| O=c1[nH]c(/C=C\c2cccc(F)c2)nc(O)c1[N+](=O)[O-] | -4 | -4 | -2 | 7 | 17 | 4 | / | / |
| O=C(C[C@@H]1CC[C@H]2[C@@H](COC[C@@H](O)CN2C(=O)c2ccc(F)cc2)O1)NCCCN1CCOCC1 | -12 | 3 | 3 | 0 | -15 | 6 | 26[16.7 µM] | 4 |
| C[C@@H]1CCCCO[C@@H](CN(C)C)[C@@H](C)CN([C@H](C)CO)C(=O)c2cc(NC(=O)Nc3ccc(F)cc3)ccc2O1 | / | 2 | 0 | -1 | -13 | 11 | -8[16.7 µM] | -6 |
| CN(C)C(=O)C[C@@H]1CC[C@@H]2[C@@H](COc3ccc(NC(=O)c4ccc(F)cc4)cc3C(=O)N2C)O1 | -21 | -10 | -4 | 1 | -7 | -9 | / | / |
| O=C(O)c1ccc2oc(=O)c(S(=O)(=O)c3ccc(F)cc3)cc2c1 | 8 | 2 | -1 | 12 | 4 | 6 | -2 | / |
| C[C@@H]1CN([C@@H](C)CO)C(=O)c2c(c3ccccc3n2C)-c2ccccc2CO[C@H]1CN(C)Cc1cccc(C(F)(F)F)c1 | -15 | 11 | / | 0 | / | -21 | / | -20 |
| CCOC(=O)c1sc(NC(=O)/C=C/c2c(F)cccc2Cl)nc1C | -10 | 6 | / | 0 | -7 | 0 | / | / |
| C[C@H](NC(=O)C[C@H]1C[C@H]2c3cc(NS(=O)(=O)c4ccc(F)cc4)ccc3O[C@H]2[C@@H](CO)O1)c1ccccc1 | 0 | -3 | -9 | 3 | 1 | 1 | -1[16.7 µM] | 1 |
